MITF TRPM1 inh – reduces MITF-dependent TRPM1 promoter luciferase signal; SK-MEL-5 TRPM1 promoter luciferase, 24 h; inhibition, % at 12.5 µM; 330,000 tested, 0.83% active;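 active means mean inhibition across replicates of 60% or more, whatever share of single replicates reaches that level; inconclusive means some that reach 60%, reason not given; inactive means mean inhibition across replicates below 60%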; further: values of inactives mirror those of a sister screen read the other way
Shn3 3UTR inh – reduces Shn3 3'UTR luciferase signal in osteoblasts. Clone20 osteoblast Shn3 3'UTR firefly luciferase, 24 h. inhibition, % at 12.5 µM. 360,000 tested, 0.52% active. AID 588674;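 active means mean inhibition of at least 75% with every replicate also reaching 75%; inconclusive means mean inhibition at least 75% but some replicate below; inactive means mean inhibition below 75%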;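 further: 0% = median of neutral control wells and 100% = pilot-screen positive control compound; some compounds past the cut are filed as inactive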
HIF-2a block – inhibitors of HIF-2a; AID 624352; inhibition, % at 18.8 µM; 360,000 tested, 0.72% active; 786-0 RCC cells HIF-2a reporter, luciferase luminescence, overnight;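 active means inhibition of the luminescence signal of 40% or more relative to plate controls, in a single-dose primary screen at 18.75 µM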
KKLEB cytotox – CF airway cell cytotoxicity counter-screen; KKLEB CF airway cells viability, ATPlite luminescence, overnight; stronger effect = lower value; cells stimulated with P. aeruginosa culture filtrate; activity change (cytotoxicity), % at 5 µM; 360,000 tested, 0.36% active; AID 602141;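 active means corrected activity change at or below -50% at 5 µM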
Vif imaging – inhibitors of HIV Vif | HEK293T cells, Vif self-association by quenched fluorescence, imaging, 24 h | inhibition, % at 7.49 µM | 340,000 tested, 0.35% active; in the data active means inhibition above about 50%, passing the limit was not always enough; inconclusive means no clear call, values can overlap the other calls; inactive means below about 31%; further: some results filed as inactive read as strong as hits
CF NFkB block – inhibitors of cystic fibrosis induced NF-kB. 360,000 tested, 0.86% active. KKLEB NF-kB-GFP reporter, PAF-induced, GFP fluorescence overnight. inhibition, % at 5 µM. AID 588850;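 active means at least 50% inhibition at 5 µM, scaled per plate between neutral and stimulator controls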;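 further: PAF is a Pseudomonas aeruginosa culture filtrate used as stimulus; plate controls were PAF-stimulated DMSO wells for no effect and unstimulated DMSO wells for full effect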
CaV13 ICDI inh – Primary screen for inhibitors of IQ motif and Ca2+-dependent inactivation inhibitor domain binding in CACNA1D, Förster resonance energy transfer in living cells, … | HEK cells, CFP/YFP FRET ICDI-IQ, plate reader, 10 min; percent FRET-ratio fall versus neutral wells | inhibition, % at 12.3 µM | 340,000 tested, 0.098% active | AID 743397;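 active means mean replicate inhibition of at least 30% and at least 1% of replicates passing that level; inconclusive means only one of the two criteria is met; inactive means neither criterion is met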;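 further: 0% = median of the neutral control wells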
NR2E3 ag-1 – activates human NR2E3 receptor | Q9Y5X4 | CHO-S Gal4-NCOR/VP16-NR2E3 two-hybrid, luciferase | inhibition of corepressor binding, % at 3.98 µM | 360,000 tested, 0.35% active | AID 602229;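 active means inhibition above the mean of all tested compounds plus 3 SD, cut at about 70% in these data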;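 further: 0% = DMSO with NR2E3 transfected cells and 100% = cells lacking NR2E3 construct; higher means lower luciferase signal from less NR2E3 corepressor binding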
Target sequence (Q9Y5X4 whole entry, looked up, the tested form may be a part): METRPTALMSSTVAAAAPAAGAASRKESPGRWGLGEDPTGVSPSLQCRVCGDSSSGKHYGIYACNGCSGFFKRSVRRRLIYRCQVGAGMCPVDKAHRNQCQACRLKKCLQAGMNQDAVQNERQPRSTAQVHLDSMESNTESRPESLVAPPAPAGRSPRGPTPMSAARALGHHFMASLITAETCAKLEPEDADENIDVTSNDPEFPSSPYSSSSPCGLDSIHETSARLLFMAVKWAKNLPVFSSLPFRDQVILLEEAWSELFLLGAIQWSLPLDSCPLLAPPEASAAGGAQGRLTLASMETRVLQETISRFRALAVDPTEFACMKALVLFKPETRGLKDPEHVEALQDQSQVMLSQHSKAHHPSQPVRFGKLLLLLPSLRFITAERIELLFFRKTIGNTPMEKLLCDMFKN
PDI inh – inhibitors of human protein disulfide isomerase; P07237; PDI insulin aggregation turbidity, A650, 90 min; inhibition, % at 10 µM; 350,000 tested, 0.052% active;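 active means mean inhibition across replicates of 30% or more, whatever share of single replicates reach that level; inconclusive means mean inhibition below 30% while every single replicate reaches 30%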;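 further: absorbance from insulin aggregation driven by PDI reduction with DTT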
Target sequence (P07237 whole entry, looked up): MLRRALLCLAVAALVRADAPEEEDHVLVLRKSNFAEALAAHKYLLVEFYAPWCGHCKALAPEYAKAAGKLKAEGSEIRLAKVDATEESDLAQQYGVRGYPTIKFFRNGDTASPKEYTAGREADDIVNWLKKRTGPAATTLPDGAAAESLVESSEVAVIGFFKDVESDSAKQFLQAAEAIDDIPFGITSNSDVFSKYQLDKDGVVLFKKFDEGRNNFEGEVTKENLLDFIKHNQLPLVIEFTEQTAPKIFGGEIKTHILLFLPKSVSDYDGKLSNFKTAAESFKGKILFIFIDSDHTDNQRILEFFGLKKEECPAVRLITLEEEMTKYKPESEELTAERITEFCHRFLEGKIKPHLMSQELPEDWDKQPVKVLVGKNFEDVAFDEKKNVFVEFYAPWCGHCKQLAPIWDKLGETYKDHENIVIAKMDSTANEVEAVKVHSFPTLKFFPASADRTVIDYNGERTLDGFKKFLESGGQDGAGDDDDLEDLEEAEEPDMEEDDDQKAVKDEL
NR2E3 ag-2 – agonists of human nuclear receptor NR2E3. Q9Y5X4. GST-NR2E3/biotin-RetCOR TR-FRET, 1536-well. inhibition of corepressor binding, % at 4.78 µM. 320,000 tested, 0.12% active. AID 2300;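 active means percent inhibition above the cutoff of mean plus 3 SD of all tested compounds, set per screening campaign, cut at about 20% in these data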;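 further: 0% = DMSO wells and 100% = biotin wells as full block of FRET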
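Material: NR2E3–RetCOR corepressor complex / Incubation: Compound–protein incubation for 5 h at 4 °C / Dosing: compound at 4.8 µM, single dose / Detection: time-resolved FRET / Benchmarks: high control biotin, low control 0.6% DMSO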
Peg3 promoter – inhibitors of Peg3 promoter; HeLa PEG-Prom luciferase reporter, luminescence, overnight; 360,000 tested, 1.7% active; inhibition, % at 20 µM; AID 588405;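 active means inhibition of at least 50% at 20 µM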
* = called active by the depositor; u = inconclusive; x = not tested or not shown.

SMILES	MITF TRPM1 inh	Shn3 3UTR inh	HIF-2a block	KKLEB cytotox	Vif imaging	CF NFkB block	CaV13 ICDI inh	NR2E3 ag-1	PDI inh	NR2E3 ag-2	Peg3 promoter
CC1(C)SC(=S)N(/N=C/c2ccc(O)cc2)C1N(O)C(=O)Nc1ccc([N+](=O)[O-])cc1 (configuration not stated)	1.2	4.5	9.9	-2.6	-3.9	3.4	-5.4	-7.5	-0.2	3.1	14.1
Cc1no[n+]([O-])c1COc1ccc(/C=C2\NC(=S)NC2=O)cc1	5.2	-10.2	x	x	0.8	x	-4.0	7.5	x	0.8	x
CN1CCN(c2nc(-c3ccc(Cl)cc3)cc(=O)[nH]2)CC1	-4.2	23.7	22.7	-4.7	10.0	-3.5	-20.5	0.8	0.0	0.1	3.9
N#Cc1ccc(C(CC(=O)O)N2Cc3ccccc3C2=O)cc1 (configuration not stated)	6.8	-17.9	10.7	8.6	11.6	9.3	-6.7	-12.7	-1.3	-0.5	-0.9
COc1cc(C(=O)NCCC(=O)NCc2c(F)cc(F)cc2F)cc(OC)c1OC	-17.7	-3.1	-5.1	0.4	3.2	0.6	-6.1	-16.8	5.3	-1.2	-15.8
CN(C)c1nc(SCCOC(=O)COc2ccc(Cl)cc2Cl)nc(N(C)C)n1	-3.4	12.3	1.8	-1.4	6.6	-2.8	-5.3	-10.2	2.1	1.2	15.1
COc1ccc(N(CC(=O)N2CCN(c3ccccc3F)CC2)S(=O)(=O)c2ccc(C)cc2)cc1	-0.2	14.0	11.9	-13.1	x	-21.6	-2.4	7.1	-3.3	-1.2	7.0
CCCCNC(=O)C1(C)CCCCN1Cc1ccccc1-c1ccccc1 (configuration not stated)	x	-24.3	18.1	-2.8	-2.2	-26.4	-4.6	15.7	-15.9	x	24.6
O=C(O)c1ccc(NC2=C(n3nnc4ccccc43)C(=O)c3ccccc3C2=O)cc1	15.5	7.2	2.3	8.8	2.5	16.7	-6.9	4.0	-7.4	-4.7	-13.8
O=c1c2cccnc2n(-c2ccccc2)n1Cc1ccc(Cl)cc1	7.2	-0.7	-21.1	1.2	-1.9	-8.2	-5.2	-9.9	4.8	2.1	1.4
COc1cccc(/C=N/NC(=O)C(C)Sc2ccccc2)c1 (configuration not stated)	3.7	-2.0	-6.7	1.4	-1.7	13.5	-7.1	1.9	-3.9	0.0	13.7
Cc1ccc(Cl)cc1-n1c(SCC(=O)NCCC2=CCCCC2)nc2n[nH]c(C)c2c1=N	28.4	17.2	9.6	-10.7	-3.3	-7.9	-15.1	-21.4	0.9	-0.6	15.5
Cc1cc(C)c(-c2nc3ccccc3s2)[nH]1	-17.8	-39.2	-109.3	-8.1	1.8	-7.5	-4.4	-33.3	-4.0	5.3	-328.9
O=C(COC(=O)c1cc2c(s1)CCCC2)NCc1ccccc1Cl	6.4	6.0	3.8	0.0	-4.4	-17.0	-3.0	-29.2	-16.6	1.3	-7.2
Cc1ccc2cc(CN(Cc3ccc4c(c3)OCO4)Cc3nnnn3Cc3ccco3)c(=O)[nH]c2c1	3.0	-4.9	4.9	-5.2	u	-5.6	x	-36.7	2.6	1.5	7.7
O=C(COC(=O)c1c[nH]c(=O)[nH]c1=O)Nc1cccc([N+](=O)[O-])c1	-5.5	-8.3	6.7	-5.5	0.0	3.7	-7.2	-1.8	11.4	1.3	4.3
Cn1nnnc1SCC(=O)Nc1ccc(Br)cc1Cl	-16.3	-28.6	-33.8	-16.5	5.5	-6.7	x	-35.2	-11.1	2.2	-23.0
CCc1ccc(NC(=O)NCc2cccnc2)cc1	-2.7	-29.7	-51.5	1.2	x	5.8	x	-37.8	1.6	6.4	-57.8
COC(=O)[C@]1(C)N[C@H](CN(C)C(=O)Nc2ccc(C)cc2)[C@@H]2C(=O)N(C)C(=O)[C@@H]21	2.4	-4.5	3.2	0.5	x	2.3	-6.3	-2.8	2.5	x	0.0
Cc1cccc(C)c1NC(=O)C1=C(O)c2ccccc2N(C)S1(=O)=O	-1.3	-17.7	20.1	-9.0	2.1	12.3	-5.6	11.2	1.4	0.4	12.4
COc1ccc(CCNC(=O)CSc2ncn[nH]2)cc1	1.0	-19.6	7.8	-2.4	-0.3	-3.0	x	12.0	-1.7	4.1	6.1
O=C(CSc1ccc(-c2ccco2)nn1)Nc1ccc(F)cc1F	3.8	-1.2	-17.6	12.0	-3.5	-16.8	-10.1	-25.7	8.1	-2.8	-10.2
O=c1c2ccccc2oc2cc(C#CC3(O)CCCCC3)ccc12	49.2	41.6	44.1*	-42.5	-1.3	4.5	-9.5	69.7	-4.5	1.6	60.2*
O=C(Nc1ccnn1C1CCN(Cc2ccccc2)CC1)c1ccccc1Cl	-2.5	1.4	10.4	-4.4	x	11.4	x	10.7	-4.2	1.5	16.0
CCOc1cc(NC(=S)NCCOC)c(OCC)cc1NC(=O)c1ccco1	20.3	2.0	7.6	15.7	0.0	-9.2	-6.0	-27.1	4.7	3.1	14.0
Other results:
SMILES	MITF TRPM1 inh	Shn3 3UTR inh	HIF-2a block	KKLEB cytotox	Vif imaging	CF NFkB block	CaV13 ICDI inh	NR2E3 ag-1	PDI inh	NR2E3 ag-2	Peg3 promoter
C#CC(=O)N(c1cc(OC)ccc1OC)C(C(=O)NC1CCCC1)c1cccs1 (configuration not stated)	x	89.8*	91.7*	-97.2*	x	97.2*	x	11.9	23.2	2.5	106.7*
CCc1ccccc1NC(=O)Cn1nc(C(F)(F)F)c2c1CCC2	9.9	15.5	0.7	-3.6	-5.9	-14.3	x	-4.0	-2.3	0.3	7.0
CC(C)CCNC(=O)C1(C)CCN1Cc1ccc2ccccc2c1 (configuration not stated)	x	-1.9	4.9	-5.5	-4.4	-14.9	-13.3	-2.8	6.8	x	3.7
CCc1ccc(NC(=O)CSc2nnc(-c3n[nH]c4ccccc34)n2-c2ccccc2)cc1	12.6	-1.0	13.8	-20.4	0.8	7.8	-3.3	-2.9	5.3	-0.3	13.6
C#CCn1c(O)c(N=NC(=O)CNC(=O)/C=C/c2ccccc2)c2ccccc21	12.4	9.0	-4.2	11.0	2.6	1.2	-2.3	-14.2	4.6	-1.6	-1.2
CCOC(=O)CNC(=O)Nc1cc(C(C)(C)C)nn1-c1ccccc1	-0.9	-19.2	-0.6	4.1	-7.5	13.2	-6.8	3.4	4.0	-2.1	10.9
CN(C)C(=S)c1ccc2ccccc2n1	9.9	-7.4	0.1	9.7	-0.4	-4.7	-3.4	-5.5	1.4	1.7	5.4
COc1ccccc1CN1CCNC(=O)C1CC(=O)NCc1csc(C)n1 (configuration not stated)	15.0	-14.8	13.0	6.7	-5.2	0.3	-3.7	0.5	7.0	2.4	3.2
CCOc1ccc(Br)cc1S(=O)(=O)NCCN(C)C	0.3	-18.8	3.8	3.9	-2.4	-15.0	x	1.8	2.1	-0.5	8.3
CCOC(=O)CNC(=O)CSc1nnnn1-c1ccc(C)c(C)c1	1.3	5.9	-8.9	-1.0	-5.7	5.3	x	-18.8	-3.2	-1.8	-6.4
Cc1ccc(C(=O)NCC(=O)OCCOc2ccccc2Cl)cc1	-28.8	-31.5	-73.0	6.5	23.3	-18.5	-3.1	-28.4	3.6	9.3	-105.1
Oc1ccc(N2CCN(Cc3cc4c(cc3Br)OCCO4)CC2)cc1	x	6.4	9.6	1.9	u	16.3	-3.0	2.4	76.4*	-0.4	-33.6
CCOC(=O)Nc1c(Cl)n(C)c(=O)n(C)c1=O	x	5.2	-2.0	5.8	2.7	9.7	-16.7	-39.5	9.0	-0.2	-30.5
Cc1cc(Br)ccc1NC(=O)CN(C)C(=O)C1=COCCO1	-4.6	6.1	0.1	-1.7	-8.1	20.7	-4.3	16.2	-0.8	x	-7.0
Cc1cc(NC(=O)CCCn2cnc([N+](=O)[O-])n2)no1	11.6	14.4	11.6	9.8	-0.5	3.6	-4.1	-14.1	16.5	0.8	20.1
Cc1ccc(NC(=O)CSc2nc(=O)cc(N)n2CCc2ccccc2)cc1	3.4	-6.2	12.2	7.9	-22.1	-5.9	-2.4	-3.9	4.5	1.9	21.9
COc1cc(C)c(Cl)cc1S(=O)(=O)n1cnc(C)c1	5.4	-15.3	20.8	-0.7	13.8	-4.0	-7.2	-2.6	4.8	3.8	1.3
COc1ccc(NC(=O)Nc2ccc(Cc3ccncc3)cc2)c(OC)c1	14.9	10.4	-8.2	3.2	-4.1	1.6	x	51.0	7.0	0.5	-14.9
Cc1sc(NC(=O)C2=COCCO2)c(C#N)c1C	-56.0	-61.3	-219.3	-0.5	-7.0	1.3	-2.2	-39.3	2.3	-2.2	-231.0
COc1cc(/C=C(\NC(C)=O)C(=O)N2CCCCC2)ccc1OC(C)=O	1.3	-7.2	13.3	8.3	-5.8	-8.1	-1.1	-25.6	2.3	1.1	8.6
O=C(OCC(=O)N1N=C(c2ccc(Cl)cc2)CC1c1ccco1)c1cncc(Br)c1 (configuration not stated)	-5.8	4.4	-62.9	-1.9	8.8	47.7	-6.0	-48.3	16.5	x	-24.1
Cc1ccc(S(=O)(=O)NCc2ccccc2)cc1C(=O)NCCc1ccc(S(N)(=O)=O)cc1	-1.3	1.5	14.9	5.9	18.1	-15.3	-6.3	57.6	2.9	5.1	8.8
CC(NC(=O)COc1ccc(/C=N/NC(=O)C(=O)Nc2ccccc2Br)cc1)c1ccccc1 (configuration not stated)	0.1	10.0	-1.1	-16.8	-2.2	-17.4	x	10.8	5.1	4.2	-8.7

Shown with values under each structure: entries from further up
Below each SMILES: MITF TRPM1 inh | Shn3 3UTR inh | HIF-2a block | KKLEB cytotox | Vif imaging | CF NFkB block | CaV13 ICDI inh | NR2E3 ag-1 | PDI inh | NR2E3 ag-2 | Peg3 promoter
CC(C)CCNC(=O)C1(C)CCN1Cc1ccc2ccccc2c1 (configuration not stated)
    x | -1.9 | 4.9 | -5.5 | -4.4 | -14.9 | -13.3 | -2.8 | 6.8 | x | 3.7
CCOC(=O)Nc1c(Cl)n(C)c(=O)n(C)c1=O
    x | 5.2 | -2.0 | 5.8 | 2.7 | 9.7 | -16.7 | -39.5 | 9.0 | -0.2 | -30.5
Oc1ccc(N2CCN(Cc3cc4c(cc3Br)OCCO4)CC2)cc1
    x | 6.4 | 9.6 | 1.9 | u | 16.3 | -3.0 | 2.4 | 76.4* | -0.4 | -33.6
CCc1ccccc1NC(=O)Cn1nc(C(F)(F)F)c2c1CCC2
    9.9 | 15.5 | 0.7 | -3.6 | -5.9 | -14.3 | x | -4.0 | -2.3 | 0.3 | 7.0
COc1ccc(NC(=O)Nc2ccc(Cc3ccncc3)cc2)c(OC)c1
    14.9 | 10.4 | -8.2 | 3.2 | -4.1 | 1.6 | x | 51.0 | 7.0 | 0.5 | -14.9

Compound activity deposited in PubChem BioAssay by several laboratories.
